KB-V1 cytotox – kills drug-selected multidrug resistant KB-V1 cells. KB-V1 MDR cells viability, CellTiter-Glo, 72 h. Potency, µM (top dose mostly 46.1 µM), without a hit: at the top dose activity change, negative = cytotoxicity, usual class: cytotoxic. hit rate 3.4% among 400,000. AID 1347076; also: potency is read from the fitted curve at half-maximal effect; % is scaled to controls: 0 for no effect and ±100 for the full control effect; nearly all actives have a fitted effect of over 60% in size
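In this primary screen, KB-V1 cells overexpressing P-gp are incubated with library compounds (lowest to highest concentration) for 72 h at 37 degrees C before a luminescent ATP viability read.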
KB-3-1 cytotox – KB-3-1 parental cell cytotoxicity | KB-3-1 viability, CellTiter-Glo ATP luminescence, 72 h | Potency, µM (doses to about 46.1 µM), for the others: top-dose activity change, negative = cytotoxic, usual class: cytotoxic | hit rate 1.4% among 400,000; also: potency is read from the fitted curve at half-maximal effect; % is scaled to controls: 0 for no effect and ±100 for the full control effect; nearly all actives have a fitted effect of over 60% in size
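Here the drug-naive KB-3-1 line serves as comparator for MDR sub-line selectivity; cells received compound titrations, 72 h at 37 °C, then CellTiter-Glo readout.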
DRD3 agonist – D3 dopamine receptor (human) agonism. P35462. D3R DiscoveRx beta-arrestin cells, luminescence, 90 min. max activation, %. hit rate 0.58% among 410,000. AID 652048; in the data active = max activation above about 30%; also: 0% is about no effect; mostly tested at two doses, the higher about 12 µM
Target sequence (P35462 whole entry, looked up): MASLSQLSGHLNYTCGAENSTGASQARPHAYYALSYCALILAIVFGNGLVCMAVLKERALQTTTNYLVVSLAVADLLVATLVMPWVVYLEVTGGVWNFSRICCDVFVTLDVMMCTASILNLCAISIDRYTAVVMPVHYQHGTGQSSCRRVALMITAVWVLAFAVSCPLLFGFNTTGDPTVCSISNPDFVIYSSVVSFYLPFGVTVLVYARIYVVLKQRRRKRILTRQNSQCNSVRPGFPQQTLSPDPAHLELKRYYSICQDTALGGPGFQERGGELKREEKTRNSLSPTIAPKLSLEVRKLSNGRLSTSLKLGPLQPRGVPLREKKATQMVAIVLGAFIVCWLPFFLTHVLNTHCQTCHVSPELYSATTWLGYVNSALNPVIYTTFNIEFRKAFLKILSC
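Cells at 1500/well, incubated overnight, then treated with pinned compounds (dopamine as control) for 90 min at 37 degrees C. DiscoveRx reagent added for 30 - 60 minutes at room temperature; luminescence read.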
* hit, by the source's call; ? = inconclusive. Unless noted, calls follow the shape of the dose curve; as a rule, active = well fitted cell-killing curve with a large enough effect; inconclusive = small, poorly fitted or top-dose-only effect, or effect the other way; inactive = flat fitted curve, though single readings scatter. A portion of the library; the hit share may differ from the screen's.

SMILES	KB-V1 cytotox	KB-3-1 cytotox	DRD3 agonist
CCN1CCN(Cc2c(O)ccc3oc(C)c(C(=O)Nc4ccc(OC)c(Cl)c4)c23)CC1	-1%	12%	-19
Cn1c(NCCO)nc2c1c(=O)n(Cc1ccccc1Cl)c(=O)n2C	-1%	2%	5
COc1ccc(NC(=O)c2c(NC(=O)COc3ccc(Cl)cc3)sc3c2CCCCC3)cc1	14%	1%	2
CCc1cccc(NC(=O)C(CC(C)C)NS(=O)(=O)c2ccc3c(c2)oc(=O)n3C)c1 (stereo not given)	-16%	11%	-22
Cc1ccc(Cl)cc1N1CCN(C(=O)Cn2nc(C)n3c(cc4sccc43)c2=O)CC1	3%	0%	2
O=C(NCc1ccc(Cl)cc1)C(=O)NCC(c1cccs1)S(=O)(=O)c1cccs1 (stereo not given)	-2%	8%	-2
CC(C)c1ccc(-c2noc(SCC(=O)N3CCCCC3)n2)cc1	5%	15%	2
CCn1cnc2c(=O)oc3ccc(S(=O)(=O)Nc4ccc(OC)cc4)cc3c21	0%	9%	6
CCc1nn(CC(=O)NCCc2ccc(Cl)cc2)c(=O)c2cc3ccccc3n12	-3%	0%	1
O=C(CSc1nc(-c2cccs2)nc2cc(=O)[nH]n12)Nc1ccc(F)cc1	27%	-2%	24
CC(=O)c1ccc(NC(=O)c2nc(-c3ccccc3)n(-c3ccccc3Cl)n2)cc1	-1%	-5%	5
CCc1ccccc1NC(=O)Cn1c(=O)n(CCCCCC(=O)NCc2ccc(C)cc2)c(=O)c2sccc21	-27%	?	-9
CCc1ccc(N2CC(c3nc4ccccc4n3Cc3ccccc3C)CC2=O)cc1 (stereo not given)	-6%	-18%	7
COc1ccc2c(Sc3ccc(C)cc3)c(C(=O)NCC(C)c3ccccc3)[nH]c2c1 (stereo not given)	0%	16%	-10
COc1ccc(S(=O)(=O)NCCc2nnc3ccc(SCC(=O)Nc4ccc(C(F)(F)F)cc4)nn23)cc1	-1%	-27%	-11
COc1ccc(-c2nc(CN3CCC(C(=O)NCc4ccc(F)cc4)CC3)c(C)o2)cc1OC	-1%	-1%	3
COc1ccc(Cl)cc1NC(=O)Cc1coc2c(C)c(C)ccc12	-15%	5%	-2
Cc1ccc(-c2nc(S(=O)(=O)c3ccc(C)cc3)c(SCC(=O)NC3CCCCC3)o2)cc1	?	1%	6
Cc1ccc(NC(=O)c2cc(-c3cccs3)nc3ccccc23)c(C)c1	1%	5%	6
COc1cccc(OCCSc2nc3ccccc3n2CC(=O)N2CCCCC2)c1	-12%	-18%	4
Cc1ccc(NC(=O)c2c(C)nc3sc(C(=O)Nc4ccc(F)cc4)c(N)c3c2-c2ccc(Cl)cc2)c(C)c1	0%	13%	5
Nc1cc(=O)nc(SCC(=O)Nc2ccc(F)cc2)n1-c1cccc(Cl)c1	16%	10%	2
CCOc1ccc(CCNC(=O)Cn2c(-c3cccs3)cc3ccccc32)cc1	-1%	5%	0
CCOc1ccc(C2CC(=O)c3c([nH]c(C(=O)OC4CCC(C)CC4)c3C)C2)cc1 (stereo not given)	7%	-3%	-1
O=C(CN1CCN(c2ccc(Cl)cc2)CC1)Nc1ccc(Cl)c(C(F)(F)F)c1	-11%	-4%	6
CCC1CCCCN1C(=O)Cn1c(=O)cc(C(F)(F)F)c2c(C)nn(C)c21 (stereo not given)	-11%	-14%	-1
Cc1cc(C)cc(NC(=O)Cn2c(=O)n(Cc3ccco3)c(=O)c3oc4ccccc4c32)c1	-16%	-2%	-12
CC(Sc1nc2c(c(=O)[nH]1)CCCC2)C(=O)Nc1cc(C(F)(F)F)ccc1Cl (stereo not given)	5%	-3%	6
CCOc1ccc(CCNC(=O)Cn2ncc3c(=O)oc4ccc(C)cc4c32)cc1	-1%	5%	8
CC(C)(C)OC(=O)N1CCc2nc(N3CCN(c4ncccn4)CC3)ncc2C1	-5%	9%	7
CC(C)Oc1cccc(NC(=O)C2CCN(S(=O)(=O)Cc3ccccc3)CC2)c1	-17%	-19%	-10
Cc1cnc2c(c1SCC(=O)NCc1ccccc1Cl)c(=O)n(C)c(=O)n2C	-27%	-6%	-14
CCC(C)Nc1nc2c(c(=O)[nH]c(=O)n2C)n1Cc1ccc(F)cc1 (stereo not given)	-29%	6%	12
Cc1cccc(N2CCN(c3ccc4cc(S(=O)(=O)N5CCC(C)CC5)ccc4n3)CC2C)c1 (stereo not given)	-5%	-20%	1
CC1CCN(c2ccc(-c3cccc(NS(=O)(=O)c4ccc(F)cc4F)c3)nn2)CC1	-6%	-1%	7
O=C(c1ccc(F)cc1)n1nc(-c2cccnc2)nc1NCc1ccccc1	22%	-1%	4
CC(CNC(=O)c1ccc(CSc2nc3ccncc3n2Cc2ccc(F)cc2)cc1)c1ccccc1 (stereo not given)	-3%	?	-7
Cc1noc(-c2ccc(N3CCC(C)CC3)c([N+](=O)[O-])c2)n1	9%	9%	-5
COc1cc(-c2noc(-c3ccc(N4CCN(C)CC4)c([N+](=O)[O-])c3)n2)cc(OC)c1OC	-23%	-6%	7
COc1ccc(N2CCN(C(=O)C3Cc4ccccc4N3C(C)=O)CC2)cc1 (stereo not given)	-8%	0%	-9
COc1ccc(NC(=O)Cn2c(=O)n(Cc3nc(-c4ccccc4)no3)c(=O)c3cc4c(cc32)OCO4)c(OC)c1	-9%	-4%	-7
CCOc1ccc(CCNC(=O)C(CC)n2nc(C)c3c(C)n(-c4ccccc4)nc3c2=O)cc1 (stereo not given)	-9%	-18%	3
CCOc1ccc(-c2cccc(NS(=O)(=O)c3ccc(F)cc3F)c2)nn1	3%	1%	-5
CCC(C(=O)N1CCN(c2ccccc2)CC1)n1c(C)c2cnn(-c3ccccc3)c(=O)c2c1C (stereo not given)	26%	2%	-15
CC(C)OC(=O)c1cccc(NC(=O)Cn2nnc3sc4c(c3c2=O)CCCC4)c1	-3%	-29%	1

The final two compounds of the section before come first, to join the parts:
SMILES	KB-V1 cytotox	KB-3-1 cytotox	DRD3 agonist
CCC(C(=O)N1CCN(c2ccccc2)CC1)n1c(C)c2cnn(-c3ccccc3)c(=O)c2c1C (stereo not given)	26%	2%	-15
CC(C)OC(=O)c1cccc(NC(=O)Cn2nnc3sc4c(c3c2=O)CCCC4)c1	-3%	-29%	1
CCCCN(C)CCCNC(=O)c1ccc2nc(N3CCCCC3)sc2c1	-7%	-11%	-17
COC(=O)c1scc(-c2ccc(C)cc2)c1S(=O)(=O)Nc1cc(C)ccc1OC	-12%	?	-2
COc1ccc(CSc2nc3ccncc3n2Cc2nc(-c3ccc(OC)c(OC)c3)oc2C)cc1	-6%	-5%	-4
O=C(NCCc1ccccc1)c1cnc2sc(N3CCCCC3)nn2c1=O	?	?	0
COc1ccc(Cl)cc1C(=O)Nc1ccc2oc(-c3ccc(C(C)(C)C)cc3)nc2c1	9%	5%	8
CCCCOc1cccc(C(=O)Nc2cccc(-c3nc4ncccc4o3)c2C)c1	-7%	?	9
O=C(Nc1cccc(C(=O)N2CCCCC2)c1)c1nsc2ccccc12	-32%	2%	6
CCCCn1cc(S(=O)(=O)c2ccc(Cl)cc2)c(=O)c2cc(F)c(N3CCCC(C)C3)cc21 (stereo not given)	-1%	2%	5
CC(=O)c1ccc(NC(c2ccc(F)cc2)c2nnc(-c3ccccc3)o2)cc1 (stereo not given)	?	-5%	-12
Cc1cc(C)c(NC(=O)COc2ccc3c(C)cc(=O)oc3c2)c(C)c1	-8%	-1%	-10

24 of these compounds in a different format.
The line under a structure holds: KB-V1 cytotox, KB-3-1 cytotox, DRD3 agonist
CCOc1ccc(CCNC(=O)Cn2ncc3c(=O)oc4ccc(C)cc4c32)cc1
→ -1%, 5%, 8
CC(C)(C)OC(=O)N1CCc2nc(N3CCN(c4ncccn4)CC3)ncc2C1
→ -5%, 9%, 7
CC(C)Oc1cccc(NC(=O)C2CCN(S(=O)(=O)Cc3ccccc3)CC2)c1
→ -17%, -19%, -10
Cc1cnc2c(c1SCC(=O)NCc1ccccc1Cl)c(=O)n(C)c(=O)n2C
→ -27%, -6%, -14
CCC(C)Nc1nc2c(c(=O)[nH]c(=O)n2C)n1Cc1ccc(F)cc1 (stereo not given)
→ -29%, 6%, 12
Cc1cccc(N2CCN(c3ccc4cc(S(=O)(=O)N5CCC(C)CC5)ccc4n3)CC2C)c1 (stereo not given)
→ -5%, -20%, 1
CC1CCN(c2ccc(-c3cccc(NS(=O)(=O)c4ccc(F)cc4F)c3)nn2)CC1
→ -6%, -1%, 7
O=C(c1ccc(F)cc1)n1nc(-c2cccnc2)nc1NCc1ccccc1
→ 22%, -1%, 4
CC(CNC(=O)c1ccc(CSc2nc3ccncc3n2Cc2ccc(F)cc2)cc1)c1ccccc1 (stereo not given)
→ -3%, ?, -7
Cc1noc(-c2ccc(N3CCC(C)CC3)c([N+](=O)[O-])c2)n1
→ 9%, 9%, -5
COc1cc(-c2noc(-c3ccc(N4CCN(C)CC4)c([N+](=O)[O-])c3)n2)cc(OC)c1OC
→ -23%, -6%, 7
COc1ccc(N2CCN(C(=O)C3Cc4ccccc4N3C(C)=O)CC2)cc1 (stereo not given)
→ -8%, 0%, -9
COc1ccc(NC(=O)Cn2c(=O)n(Cc3nc(-c4ccccc4)no3)c(=O)c3cc4c(cc32)OCO4)c(OC)c1
→ -9%, -4%, -7
CCOc1ccc(CCNC(=O)C(CC)n2nc(C)c3c(C)n(-c4ccccc4)nc3c2=O)cc1 (stereo not given)
→ -9%, -18%, 3
CCOc1ccc(-c2cccc(NS(=O)(=O)c3ccc(F)cc3F)c2)nn1
→ 3%, 1%, -5
CCC(C(=O)N1CCN(c2ccccc2)CC1)n1c(C)c2cnn(-c3ccccc3)c(=O)c2c1C (stereo not given)
→ 26%, 2%, -15
CC(C)OC(=O)c1cccc(NC(=O)Cn2nnc3sc4c(c3c2=O)CCCC4)c1
→ -3%, -29%, 1
CCCCN(C)CCCNC(=O)c1ccc2nc(N3CCCCC3)sc2c1
→ -7%, -11%, -17
COC(=O)c1scc(-c2ccc(C)cc2)c1S(=O)(=O)Nc1cc(C)ccc1OC
→ -12%, ?, -2
COc1ccc(CSc2nc3ccncc3n2Cc2nc(-c3ccc(OC)c(OC)c3)oc2C)cc1
→ -6%, -5%, -4
O=C(NCCc1ccccc1)c1cnc2sc(N3CCCCC3)nn2c1=O
→ ?, ?, 0
COc1ccc(Cl)cc1C(=O)Nc1ccc2oc(-c3ccc(C(C)(C)C)cc3)nc2c1
→ 9%, 5%, 8
CCCCOc1cccc(C(=O)Nc2cccc(-c3nc4ncccc4o3)c2C)c1
→ -7%, ?, 9
O=C(Nc1cccc(C(=O)N2CCCCC2)c1)c1nsc2ccccc12
→ -32%, 2%, 6

Assay outcomes: PubChem BioAssay, National Center for Advancing Translational Sciences (NCATS)
